DENV2 CPE = protects cells from dengue virus 2 cytopathic effect; DENV2-infected cells, cytopathic effect rescue, plate reader; CPE inhibition, % at 9.99 µM; 350,000 compounds, 1.7% hits; in the data active means CPE inhibition above about 20%, passing the limit was not always enough; inconclusive means no clear call, values can overlap the other calls; tested in BHK-21 cells;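 further: 0% = median of neutral control wells and 100% = median of positive control wells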
ERp5 block = blocks human ERp5 reductase activity on insulin | AID 651711 | inhibition, % at 9.99 µM | ERp5 insulin aggregation, absorbance 650 nm, 90 min | 350,000 compounds, 0.05% hits;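 active means mean replicate inhibition above about 25%, with every replicate also reaching it, limit read from the data, passing the limit was not always enough; inconclusive means only one of those two criteria met; inactive means neither criterion met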
Target sequence (Q15084 whole entry, looked up): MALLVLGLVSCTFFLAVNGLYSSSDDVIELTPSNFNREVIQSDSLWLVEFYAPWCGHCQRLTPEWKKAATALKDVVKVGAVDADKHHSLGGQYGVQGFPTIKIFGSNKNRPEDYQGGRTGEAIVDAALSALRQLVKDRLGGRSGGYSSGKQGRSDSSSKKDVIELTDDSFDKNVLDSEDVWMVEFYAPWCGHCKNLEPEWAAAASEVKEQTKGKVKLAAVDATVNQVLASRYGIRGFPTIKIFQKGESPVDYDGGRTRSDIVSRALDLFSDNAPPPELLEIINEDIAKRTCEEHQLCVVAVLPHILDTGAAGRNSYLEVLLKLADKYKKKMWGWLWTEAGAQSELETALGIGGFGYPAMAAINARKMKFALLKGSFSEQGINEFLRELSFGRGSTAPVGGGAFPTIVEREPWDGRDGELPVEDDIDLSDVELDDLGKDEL
Statin myotox sup = suppression of simvastatin myotoxicity | C2C12 myotubes + simvastatin, ATP luminescence, 48 h; scaled: DMSO 0, geranylgeraniol control 100 | rescue of ATP level, % at 7.49 µM | 330,000 compounds, 0.78% hits | AID 602340;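 active means mean ATP rescue above about 67%, or every replicate alone reaching that limit, limit read from the data, passing the limit was not always enough; inconclusive means no clear call, values can overlap the other calls; inactive means mean under the limit and some replicate under it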;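 further: myotubes were challenged with 10 µM simvastatin during compound exposure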
PglD DTNB = inhibitors of Campylobacter jejuni PglD acetyltransferase; purified PglD enzyme, DTNB colorimetric CoA detection; inhibition, % at 12.5 µM; 360,000 compounds, 0.098% hits; in the data active means inhibition above about 16%, passing the limit was not always enough; inconclusive means no clear call, values can overlap the other calls; further: strong numbers were not always called active
SIRT5 inh = blocks human SIRT5 desuccinylation of peptide | Purified SirT5, succinyl-peptide AMC, trypsin-coupled fluorescence | inhibition, % at 15 µM | 330,000 compounds, 1.1% hits; in the data active means inhibition above about 15%; inconclusive means no clear call, values can overlap the other calls
Target sequence (Q9NXA8 whole entry, looked up): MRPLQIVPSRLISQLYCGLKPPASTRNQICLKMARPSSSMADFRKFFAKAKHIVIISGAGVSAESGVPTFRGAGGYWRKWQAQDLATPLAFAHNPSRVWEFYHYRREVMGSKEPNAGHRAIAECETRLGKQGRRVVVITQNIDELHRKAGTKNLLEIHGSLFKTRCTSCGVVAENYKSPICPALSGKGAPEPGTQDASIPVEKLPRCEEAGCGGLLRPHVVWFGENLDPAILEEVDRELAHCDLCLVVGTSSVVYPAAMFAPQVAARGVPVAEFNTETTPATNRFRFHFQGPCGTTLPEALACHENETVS
E-selectin induc = induces E-selectin expression in human endothelial cells | P16581 | HUVEC E-selectin immunofluorescence imaging; normalized: neutral wells 0, TNF-alpha wells 100 | activation, % at 7.58 µM | 260,000 compounds, 0.37% hits;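 active means mean E-selectin-positive cell signal at least 10% of the positive control, reached in at least 60% of replicates, without over 20% cell loss; inconclusive means no rule given, readout overlaps actives, possibly toxicity-flagged; inactive means the rest, including those meeting only one limit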;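 further: in these data hits start at about 27%; measured in HUVEC primary endothelial cells; signal is the percent of cells scored E-selectin positive by PE staining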
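Read-out: % PE-positive cells | Test system: HUVEC | Doses: One compound dose added by pin transfer | Buffer or medium: EGM-2 over gelatin coat | Signal: Immunofluorescence imaging | Benchmarks: TNF-alpha, DMSO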
S100A4 inh HTS = inhibitors of human S100A4 binding to myosin IIA peptide. 360,000 compounds, 0.14% hits. inhibition, % at 10.7 µM. P26447. S100A4/TAMRA-MyoIIA peptide fluorescence polarization;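 active means mean inhibition of at least 70% across replicates, with every replicate also reaching that level; inconclusive means mean inhibition reaches 70% but some replicates fall short; inactive means mean inhibition below 70%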
Target sequence (P26447 whole entry, looked up): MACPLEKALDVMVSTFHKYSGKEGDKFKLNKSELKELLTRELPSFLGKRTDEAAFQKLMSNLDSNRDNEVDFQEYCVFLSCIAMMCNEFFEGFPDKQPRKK
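Material: S100A4 monomer protein / Buffer or medium: 50 mM HEPES pH 7.2, 10 mM CaCl2, 100 mM KCl / Times: 5 min incubation before reading / Benchmarks: neutral control DMSO, positive control TFP / Reagent: labelled myosin peptide probe, 5 nM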
The depositor's hits bear a star; ? = inconclusive; · = not tested or not shown. A portion of the library; count on the stated rates, not on these rows.

SMILES	DENV2 CPE	ERp5 block	Statin myotox sup	PglD DTNB	SIRT5 inh	E-selectin induc	S100A4 inh HTS
CCn1c(SCC(=O)N2CCC(C)CC2)nc2c([nH]c3ccccc32)c1=O	-0.5	-0.5	10.4	-1.6	·	0.5	-3.2
CC(C)Oc1cc(NC(=O)CS(=O)(=O)CC(=O)N(C)C)c(Cl)cc1Cl	·	-6.1	·	·	-5.3	·	-7.2
CCOC1=C2[C@@H](CN(S(=O)(=O)c3ccc(C)cc3)[C@H]2c2ccccc2Cl)[C@H]2C(=O)N(C)C(=O)[C@H]2C1	-7.2	-3.5	-14.9	-2.7	0.7	-0.2	-4.8
COc1cc(CNCCNC(=O)c2nonc2N)ccc1OCc1ccc(Cl)nc1	2.7	4.9	8.4	7.2	-4.4	0.1	-1.8
CC(=O)c1nc(N2C(=O)CC(Cc3cccc(C)c3)C2=O)sc1C (stereo not drawn)	-3.2	1.5	28.3	1.8	0.1	·	0.7
Cc1cccc(-c2ccc([C@@H]3[C@H]4CN(C(=O)NC5CCCCC5)CC(=O)N4[C@H]3CO)cc2)c1	-5.7	2.8	·	·	5.5	0.3	-8.0
COC(=O)C[C@H]1C[C@@H]2c3cc(NC(=O)C4CCOCC4)ccc3O[C@@H]2[C@@H](CO)O1	-2.0	8.4	-4.9	-3.5	1.5	0.1	-0.3
CCOC(=O)C1(CCOC)CCN(C/C=C/c2ccccc2OC)CC1	3.0	-2.8	-7.3	-0.5	-4.0	3.1	-0.3
CN(CC(=O)NC1CCN(Cc2ccccc2)CC1)S(=O)(=O)c1ccc2c(c1)c(=O)n(C)c(=O)n2C	1.2	-0.2	·	·	-6.3	1.3	2.0
CC1CN=C(N(C(=O)Nc2ccccc2)C(C)c2ccccc2)S1 (stereo not drawn)	?	1.4	-3.5	-6.0	-3.0	-0.5	5.0
CNC[C@@H]1OCCCC[C@H](C)Oc2ccc(NC(=O)Nc3ccc(OC)cc3)cc2C(=O)N([C@H](C)CO)C[C@H]1C	-15.2	3.8	-16.6	0.1	-0.6	-0.1	-8.6
C(=N\N1CCOCC1)/c1ccsc1	7.7	4.8	10.2	0.8	-3.3	·	-11.0
COCC(=O)N(C)C[C@H]1Oc2ncc(C#Cc3ccc(OC)cc3)cc2C(=O)N([C@@H](C)CO)C[C@H]1C	5.1	-0.6	1.2	0.0	-7.0	-0.1	-3.7
O=C(CSc1n[nH]c(=O)n1-c1cccnc1)Nc1ccccc1	1.0	4.7	7.3	-2.3	-2.4	·	0.2
O=C(NNC(=O)c1ccccc1F)C1=NN(c2ccccc2)C(=O)CC1	-1.2	1.0	-0.7	0.9	-0.2	·	-0.9
COc1ccc(Br)cc1CN(C)C(=O)C1CC(=O)N(C2CCCC2)C1 (stereo not drawn)	-6.4	1.8	-2.4	1.3	-3.3	-0.2	-2.3
CCCCC/C=C\C/C=C\C/C=C\CCCCC(=O)O	-0.2	2.1	1.0	-2.5	14.8	0.4	-7.7
COc1ccc(C(=O)Nc2ccc(C)c(S(=O)(=O)N3CCCCCC3)c2)cc1	0.0	9.0	·	·	2.9	-2.9	0.1
COc1ccc(C(=O)Nc2ccc3c(c2)OC[C@@H](C)N(C(C)=O)C[C@H](C)[C@H](OC)CN(C)C3=O)cc1	3.5	1.0	8.2	-1.1	-2.0	-0.2	2.7
C[C@@H]1CN([C@H](C)CO)C(=O)c2cccc(NC(=O)c3ccncc3)c2O[C@H]1CN(C)S(=O)(=O)c1ccc(Cl)cc1	6.8	-2.8	6.3	-2.0	-0.9	·	2.0
COc1ccccc1/C(O)=C(\C#N)c1nc2ccccc2[nH]1	-4.0	1.4	·	·	-1.8	0.1	3.0
COc1cccc(CNC(=O)COC(=O)c2c(C)nn(-c3ccccc3)c2Cl)c1	-1.1	0.5	-1.4	5.8	7.0	·	-0.9
COc1ccccc1CNC(=O)C[C@@H]1CC[C@H]2[C@@H](COC[C@H](O)CN2C(=O)Nc2ccc(Cl)cc2)O1	-5.2	-2.3	4.4	-0.8	5.9	0.2	16.1
COc1ccccc1CNc1nc(NCc2cnc(C)cn2)c2sccc2n1	-6.8	1.2	-5.9	-5.6	2.6	-0.2	-5.9
O=C(COC(=O)c1cc(NS(=O)(=O)c2cccs2)ccc1O)Nc1ccccc1	2.8	-1.1	·	-0.1	-0.2	4.0	-0.2
Cc1[nH]n(-c2ccccc2)c(=O)c1C(=O)c1ccc(Cl)cc1	7.3	16.5	·	0.0	-3.5	·	1.8
COCC(=O)N1C[C@@H](C)[C@H](OC)CN(C)C(=O)c2cc(NC(=O)c3ccc(F)cc3)ccc2OC[C@H]1C	-6.2	-1.5	0.8	-3.3	0.6	-0.1	1.8
CCS(=O)(=O)N1CC(=O)N2[C@H](CO)[C@@H](c3ccc(-c4cccc(F)c4)cc3)[C@H]2C1	-8.9	-0.4	·	·	-2.6	0.7	-5.5
O=C(Nc1ccc2c(c1)[C@H]1C[C@@H](CC(=O)N3CCCCC3)O[C@H](CO)[C@H]1O2)c1ccc2c(c1)OCO2	-0.5	6.4	9.7	-0.8	2.0	0.2	3.5
Cc1ccc2c(c1)c1c3n2CCN(CCC(=O)O)C3CCC1 (stereo not drawn)	3.2	2.3	28.9	2.7	-2.2	-0.1	-0.1
COc1ccc(N=C2SCC(=O)N2CCc2ccc(OC)c(OC)c2)cc1	3.2	-8.1	·	·	-4.7	19.1	-10.8
CCCOc1ccccc1/C=C1\SC(N)=NC1=O	-3.1	1.7	-40.8	-8.0	·	·	0.5
CC(C)(C)c1cc[n+](-c2[nH]c(=O)sc2/C=N/N=C(\[O-])c2cccnc2)cc1	1.2	6.2	35.8	-2.5	5.7	-0.3	10.2
COC(=O)c1ccc2nc(C3CCCCC3)c(Cc3ccc(C)cc3)n2c1	?	4.5	-2.5	4.2	-2.8	0.0	-7.4
Cc1ccc(S(=O)(=O)CCC(=O)Oc2ccc(-c3nnco3)cc2)cc1	-0.6	-3.2	·	·	-1.3	-0.2	-1.5
C[C@H](CO)N1C[C@H](C)[C@H](CN(C)C(=O)Nc2ccc(C(F)(F)F)cc2)OCCCC[C@H](C)Oc2ccc(NS(=O)(=O)c3ccc(Cl)cc3)cc2C1=O	-0.7	-5.7	·	0.0	39.9*	0.5	2.1
CC=Cc1ccc2n(c1=O)C[C@H]1[C@H](CO)[C@@H](C(=O)NCCCN3CCOCC3)[C@@H]2N1Cc1cocn1 (mixture of isomers)	7.1	-2.6	-5.3	1.2	-22.8	0.0	3.9
CCCCCCSc1ccc([C@@H]2[C@@H]3C(=O)N(C)C(=O)[C@@H]3[C@]3(C(=O)OC)CCCCN23)cc1	-3.8	4.9	-3.5	8.3	-1.9	1.4	0.0
C[C@H]1CN([C@@H](C)CO)C(=O)c2cc(NC(=O)Cn3cnnn3)ccc2O[C@@H]1CN(C)C(=O)Nc1ccc(F)cc1	-3.9	-1.4	-9.4	-3.1	-0.7	-0.1	-11.3
CCN(C(=O)CN1CCN(c2cccc(C(F)(F)F)c2)CC1)c1c(N)n(Cc2ccccc2)c(=O)[nH]c1=O	-2.8	3.2	·	·	·	-1.1	-19.3
N#Cc1ccc(C23CC4(C2)[C@H](CN(Cc2ccc(C(F)(F)F)cc2)[C@@H]4c2ccccc2)C3c2ccc(Cl)nc2)cc1 (stereo partly drawn)	3.9	4.7	·	·	-3.7	0.0	-0.5
COC(=O)NC(=S)Nc1ccc(Oc2ccc(Cl)cc2)c(Cl)c1	·	-1.9	-19.2	1.7	·	·	8.4
O=C(O)c1ccc2oc(=O)c(S(=O)(=O)c3ccc(F)cc3)cc2c1	-7.4	0.4	-3.2	2.4	3.5	-0.2	-9.4
COc1ccccc1C#Cc1ccc2c(c1)O[C@H](CN(C)Cc1cncnc1)[C@H](C)CN([C@@H](C)CO)S2(=O)=O	4.3	-0.2	-23.7	-0.3	-20.4	0.2	4.5
COc1ccc(S(=O)(=O)NC2(C(F)(F)F)NC(=O)N(CCc3ccccc3)C2=O)cc1 (stereo not drawn)	7.1	6.7	10.8	-1.2	-2.7	-0.1	-5.9
CCOC(=O)Cn1c(=O)oc2cc(S(=O)(=O)N3CCCC(C)C3)ccc21 (stereo not drawn)	-2.9	2.6	-2.2	9.6	-1.3	·	-1.9
O=S(=O)(/N=C(/Nc1ccc(Cl)cc1Cl)c1ccccc1)c1cccs1	·	4.9	·	·	0.3	8.2	-3.9
CN(C(=O)c1nn(C)c2c1CS(=O)(=O)c1ccccc1-2)c1cccc(Cl)c1	-5.9	9.0	5.6	-6.0	2.5	5.7	3.2
COc1ccc(C)cc1NC(=O)C1CCCN(S(=O)(=O)c2cccc3nonc23)C1 (stereo not drawn)	-7.9	1.3	·	·	-2.4	·	2.8
C=CCNC(=O)Nc1ccc(F)cc1F	0.3	1.4	·	·	-2.8	·	0.6
Cc1nc(-c2ccc(S(=O)(=O)Nc3ccc(Br)cc3Cl)s2)cs1	14.9	0.7	4.2	-0.6	0.7	·	-7.8
Cc1noc(C)c1S(=O)(=O)N(C)C[C@H]1Oc2ccc(NC(=O)NC(C)C)cc2CC(=O)N([C@@H](C)CO)C[C@@H]1C	9.2	-4.9	-1.6	-0.9	-14.4	0.4	-2.6
Cc1cc(C)nc(NN2C(=O)/C(=C/c3ccc(O)cc3)SC2=S)n1	4.0	-1.8	16.9	-4.8	-0.4	·	0.7
C[C@H](CO)N1C[C@H](C)[C@@H](CN(C)Cc2ccc(-c3ccccc3)cc2)Oc2ccc(NC(=O)C3CCCCC3)cc2CC1=O	-23.6	7.4	54.7	-0.1	0.1	-1.8	3.6
CCCN1C(=O)N(c2cccc(C)c2)C(C)(O)CC1(C)C (stereo not drawn)	-4.7	-0.8	-3.4	-0.7	3.2	0.0	-0.8
O=S(=O)(c1ccc2ccccc2c1)N1CCC(c2nc(-c3ccncc3)no2)CC1	·	8.2	1.7	-3.1	-1.8	·	-5.9
Cn1ccnc1-c1nc2ccccc2[nH]c1=O	3.4	1.0	-9.8	0.2	2.8	·	-1.5

Of the compounds above, these have an NH in an aromatic ring:
SMILES	DENV2 CPE	ERp5 block	Statin myotox sup	PglD DTNB	SIRT5 inh	E-selectin induc	S100A4 inh HTS
CCn1c(SCC(=O)N2CCC(C)CC2)nc2c([nH]c3ccccc32)c1=O	-0.5	-0.5	10.4	-1.6	·	0.5	-3.2
O=C(CSc1n[nH]c(=O)n1-c1cccnc1)Nc1ccccc1	1.0	4.7	7.3	-2.3	-2.4	·	0.2
COc1ccccc1/C(O)=C(\C#N)c1nc2ccccc2[nH]1	-4.0	1.4	·	·	-1.8	0.1	3.0
Cc1[nH]n(-c2ccccc2)c(=O)c1C(=O)c1ccc(Cl)cc1	7.3	16.5	·	0.0	-3.5	·	1.8
CC(C)(C)c1cc[n+](-c2[nH]c(=O)sc2/C=N/N=C(\[O-])c2cccnc2)cc1	1.2	6.2	35.8	-2.5	5.7	-0.3	10.2
CCN(C(=O)CN1CCN(c2cccc(C(F)(F)F)c2)CC1)c1c(N)n(Cc2ccccc2)c(=O)[nH]c1=O	-2.8	3.2	·	·	·	-1.1	-19.3
Cn1ccnc1-c1nc2ccccc2[nH]c1=O	3.4	1.0	-9.8	0.2	2.8	·	-1.5
